# FN deposition inh = fibronectin deposition inhibition; AID 743247; inhibition, % at 12.6 µM; AH1F fibroblasts, Alexa488-fibronectin deposition fluorescence, overnight; hit rate 0.086% among 350,000;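 active means mean inhibition across replicates of 30% or more, regardless of how many single replicates reach that level; inconclusive means mean under 30% yet at least half of replicates reach 30%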;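 further: positive control wells lacked labelled fibronectin entirely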
#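 Test system: AH1F fibroblast monolayer depositing Alexa488-labelled fibronectin into matrix. Input: 10000 cells per well. Technique: fluorescence, ex 485 nm, em 525 nm. Buffer or medium: DMEM plus 2% serum, read in PBS. Timing: 1 h cell adhesion before compound, then overnight fibronectin incubation. Compound: single dose, pinned. Read-out basis: inhibition from reduced deposited-fibronectin fluorescence.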
# RAD52 inh = inhibitors of human RAD52 DNA annealing. P43351. recombinant RAD52 DNA annealing, FRET fluorescence. inhibition, % at 18.7 µM. hit rate 0.46% among 360,000. AID 651710;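 active means every replicate showing at least 50% inhibition; inconclusive means mean inhibition at least 50% but not in every replicate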
# EWS-Fli inh = EWS/Fli transcriptional activity inhibition | A673 NR0B1-luciferase reporter, viability-normalised | inhibition, % at 12.6 µM | hit rate 0.67% among 350,000 | AID 651661;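 active means mean inhibition of at least 50% after viability correction, with every replicate also passing that limit; inconclusive means mean reaches 50% but only one of two replicates passes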;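 further: firefly luciferase signal divided by Alamar Blue viability fluorescence both relative to DMSO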
# esBAF inh = SWI/SNF esBAF complex inhibition. mouse ES cells, Bmi1-luciferase knock-in reporter, 24 h; 100% = twice the neutral-well signal. reporter increase, % at 12.5 µM. hit rate 2% among 350,000; in the data active means activation above about 40%; inconclusive means no clear call, values can overlap the other calls;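 further: 0% = median of the plate's neutral control wells and 100% = double that signal; a rise in the Bmi1 reporter signal indicates esBAF inhibition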
# E-selectin induc = induces E-selectin expression in human endothelial cells. HUVEC E-selectin immunofluorescence imaging; normalized: neutral wells 0, TNF-alpha wells 100. activation, % at 7.58 µM. hit rate 0.37% among 260,000. AID 686992;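 active means mean E-selectin-positive cell signal at least 10% of the positive control, reached in at least 60% of replicates, without over 20% cell loss; inconclusive means no rule given, readout overlaps actives, possibly toxicity-flagged; inactive means the rest, including those meeting only one limit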;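 further: in these data hits start at about 27%; measured in HUVEC primary endothelial cells; signal is the percent of cells scored E-selectin positive by PE staining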
#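 Test system – human umbilical vein endothelial cells (HUVEC), E-selectin induction · Input – 3,000 HUVEC seeded per well · Buffer or medium – EGM-2, gelatin · Compound dosing – single-point compound dose · Detection – immunofluorescence imaging · Measure – percent E-selectin-positive cells · Controls – TNF-alpha high, DMSO low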
# S100A4 inh HTS = blocks human S100A4 binding to myosin IIA peptide; P26447; S100A4/TAMRA-MyoIIA peptide fluorescence polarization; inhibition, % at 10.7 µM; hit rate 0.14% among 360,000;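 active means mean inhibition of at least 70% across replicates, with every replicate also reaching that level; inconclusive means mean inhibition reaches 70% but some replicates fall short; inactive means mean inhibition below 70%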
# Target sequence (P26447 whole entry, looked up): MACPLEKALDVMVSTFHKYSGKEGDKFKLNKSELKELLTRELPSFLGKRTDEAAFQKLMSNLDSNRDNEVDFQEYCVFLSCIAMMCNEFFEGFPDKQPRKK
#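 incubation = readout 5 min after mixing, signal stable up to 60 min | system = S100A4 monomer protein | buffer or medium = HEPES pH 7.2 with CaCl2, KCl, NaCl, DTT, Triton | benchmarks = neutral control DMSO, positive control TFP | also added = fluorescent myosin IIA peptide, 5 nM | compound dosing = one concentration per compound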
# RAD54 inh = RAD54 (human) branch migration inhibition. inhibition, % at 10.4 µM. AID 602329. Q92698. hit rate 0.14% among 360,000. RAD54 Holliday junction branch migration, FAM/BHQ fluorescence;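 active means mean normalized replicate activity at least 40 and at least half of replicates scoring 40 or more; inconclusive means only one of the two criteria met; inactive means mean below 40 and under half of replicates reaching 40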;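 further: 0% = median of neutral control wells and 100% = median of positive control wells; inhibitors cause a drop in the FAM fluorescence signal; in these data hits start at about 50%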
# Target sequence (Q92698 whole entry, looked up): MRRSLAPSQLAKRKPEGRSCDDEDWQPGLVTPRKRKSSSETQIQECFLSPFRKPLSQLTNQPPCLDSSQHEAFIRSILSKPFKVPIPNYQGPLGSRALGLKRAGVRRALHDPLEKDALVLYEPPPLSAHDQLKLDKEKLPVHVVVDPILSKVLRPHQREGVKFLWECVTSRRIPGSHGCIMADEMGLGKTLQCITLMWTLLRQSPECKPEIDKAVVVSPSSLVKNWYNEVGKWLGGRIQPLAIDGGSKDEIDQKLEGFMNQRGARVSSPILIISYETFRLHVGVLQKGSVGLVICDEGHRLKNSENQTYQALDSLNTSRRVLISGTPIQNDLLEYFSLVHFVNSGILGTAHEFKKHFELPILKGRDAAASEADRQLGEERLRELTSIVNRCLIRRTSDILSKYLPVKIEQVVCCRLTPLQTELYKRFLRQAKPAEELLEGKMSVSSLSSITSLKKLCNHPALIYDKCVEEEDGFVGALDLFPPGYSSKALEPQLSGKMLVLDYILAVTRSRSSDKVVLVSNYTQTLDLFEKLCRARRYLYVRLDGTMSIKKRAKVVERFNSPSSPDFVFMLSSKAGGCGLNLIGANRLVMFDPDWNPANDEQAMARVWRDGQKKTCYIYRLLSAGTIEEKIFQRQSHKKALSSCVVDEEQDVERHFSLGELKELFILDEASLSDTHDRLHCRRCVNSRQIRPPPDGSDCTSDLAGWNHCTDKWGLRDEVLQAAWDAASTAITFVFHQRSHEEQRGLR
# Xi reactivation = X-chromosome reactivation activator. XiGFP mouse fibroblasts, % GFP-positive cells imaging, 3 d; cells co-treated with 5-aza-dC sensitizer; scaled so ellipticine positive control = 100%. activation, % at 7.58 µM. hit rate 0.055% among 360,000;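 active means mean normalized replicate activation at least 10% and every replicate at or above 10%; inconclusive means only one of the two criteria met; inactive means mean below 10% and not all replicates reach 10%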;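 further: 0% = median of on-plate neutral control wells and 100% = ellipticine 6 µM median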
#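 material = 68-5-11 XiGFP fibroblast line | medium = DMEM plus 5-aza-dC sensitizer | schedule = 3 days compound exposure | benchmarks = positive control ellipticine, 6 µM final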
# * = called active by the depositor; ? = inconclusive; . = not tested or not shown.
SMILES,FN deposition inh,RAD52 inh,EWS-Fli inh,esBAF inh,E-selectin induc,S100A4 inh HTS,RAD54 inh,Xi reactivation
O=C(COC(=O)/C=C/c1ccc(C(F)(F)F)cc1)NCC1CCCO1 (configuration not stated),-2,-12,-4,-1,.,2,3,0.0
C=CCN1C(=O)c2ccc(C(=O)NCCc3ccc(OC)c(OC)c3)cc2C1=O,4,-7,.,-4,-0.2,-3,3,0.0
CC1(C)CC(=O)C=C(c2cccc(O)c2)C1=O,.,-15,7,-3,-0.1,-1,-7,0.0
CC1=C(C(N)=O)C(c2ccccn2)n2nc(-c3ccccc3Cl)nc2N1 (configuration not stated),3,-12,3,-4,.,2,-6,0.2
CC(=O)Nc1sc2c(c1C(c1ccccn1)N1CCN(C)CC1)CCCC2 (configuration not stated),7,-9,2,-2,0.4,0,1,0.3
Cc1nc(-c2ccc(C(=O)Nc3cc(S(N)(=O)=O)ccc3C)cc2)cs1,1,-13,-5,25,.,-8,-4,0.5
C#CCOCCOCCOCCNc1nc(N2CCN(C(=O)Cn3cc(CCCN=C(N)N)nn3)CC2)nc(N2CCN(C(=O)[C@H]([C@@H](C)CC)n3cc(CCC(=O)O)nn3)CC2)n1,-1,0,-4,-3,0.0,-1,6,0.7
C[C@@H]1CN([C@H](C)CO)C(=O)c2cccc(NC(=O)Nc3ccccc3)c2O[C@@H]1CN(C)S(=O)(=O)c1ccc(Cl)cc1,.,23,2,3,2.2,6,-19,-0.7
COc1cc(Nc2nc3ccccc3nc2NS(=O)(=O)c2ccc([N+](=O)[O-])cc2)cc(OC)c1OC,-3,-23,13,-4,.,1,1,0.1
Cc1ccc(S(=O)(=O)N2CCC[C@H]2C(=O)Nc2ccccc2C)cc1,-8,1,8,2,.,-2,14,0.0
COc1ccc(C(=O)NC(C)c2ccc(-n3ccnc3)cc2)cc1S(=O)(=O)N1CCOCC1 (configuration not stated),8,-12,0,-5,-0.1,-7,-5,0.0
COc1ccc(N2C(=O)NC(=O)C2=O)cc1,3,-7,-11,4,.,-1,1,0.2
Cc1[nH]c2ccccc2c1CC(=O)Nc1ccc(Nc2cccnc2)c(-c2cc(C(F)(F)F)cc(C(F)(F)F)c2)c1,-12,-54,10,.,2.2,5,.,0.1
O=C(c1ccc(Cl)c(S(=O)(=O)N2CCCCCC2)c1)N1CCCC1,-2,-10,0,-4,0.8,8,-1,0.0
O=C(Nc1cccc([N+](=O)[O-])c1)c1ccc([N+](=O)[O-])o1,2,-11,42,-70,-0.3,-18,-10,0.0
Cc1noc(C)c1NC(=O)Nc1ccc2c(c1)CC(=O)N([C@H](C)CO)C[C@@H](C)[C@@H](CN(C)C(=O)Nc1cccc3ccccc13)O2,.,-12,3,4,-0.2,-13,6,0.5
O=C1c2cccc3c2C2(O)c4c1cccc4C(=O)c1cccc(c12)C3=O,.,10,-17,.,0.7,1,.,0.0
COc1ccc2c3c([nH]c2c1)[C@@H](CO)N(CC1CCCC1)CC31CN(C)C1,-18,-13,6,.,-0.1,-13,.,0.0
Cc1ccc2[nH]c(O)c(N=Nc3ccccc3C)c2c1,9,-15,3,13,.,1,0,-0.1
COc1cccc(OCc2cc(C(=O)N3CCC(C(O)C(C)C)CC3)no2)c1 (configuration not stated),6,-10,-8,1,.,-7,0,0.3

# 3 entries drawn at random from the list so far:
SMILES,FN deposition inh,RAD52 inh,EWS-Fli inh,esBAF inh,E-selectin induc,S100A4 inh HTS,RAD54 inh,Xi reactivation
O=C(c1ccc(Cl)c(S(=O)(=O)N2CCCCCC2)c1)N1CCCC1,-2,-10,0,-4,0.8,8,-1,0.0
C#CCOCCOCCOCCNc1nc(N2CCN(C(=O)Cn3cc(CCCN=C(N)N)nn3)CC2)nc(N2CCN(C(=O)[C@H]([C@@H](C)CC)n3cc(CCC(=O)O)nn3)CC2)n1,-1,0,-4,-3,0.0,-1,6,0.7
Cc1ccc2[nH]c(O)c(N=Nc3ccccc3C)c2c1,9,-15,3,13,.,1,0,-0.1

# (next part)
SMILES,FN deposition inh,RAD52 inh,EWS-Fli inh,esBAF inh,E-selectin induc,S100A4 inh HTS,RAD54 inh,Xi reactivation
CN1C(=O)c2cc(NC(=O)c3cnccn3)ccc2OC[C@H]2O[C@@H](CC(=O)NCC3CCCCC3)CC[C@H]21,-10,6,3,2,0.0,-1,-1,0.0
Cn1nc(C(=O)NCc2ccccc2)cc1C(=O)NCc1ccccc1,-11,1,-1,0,.,-3,0,0.0
CCCCN1CC(=O)N2[C@H]3c4cc(C)ccc4OC[C@@H]3[C@H](C(=O)OCC)[C@]2(C)C1=O,-1,-12,-1,7,-0.2,0,-1,0.3
CN(C)C(=O)C[C@H]1CC[C@H](NC(=O)NC2CCCC2)[C@@H](CO)O1,.,-4,7,6,0.6,12,6,-0.1
Cc1ccc(-c2ccc3c(c2)O[C@H](CN(C)C(=O)C2CCC2)[C@@H](C)CN([C@@H](C)CO)S3(=O)=O)cc1,.,-9,-4,2,0.1,22,1,-1.1
CCCN(CCC)C(=O)C1CCN(c2ccc(S(=O)(=O)N3CCOCC3)cc2[N+](=O)[O-])CC1,-8,-8,2,.,4.0,-2,-3,0.4
O=C(CCSCc1ccccc1)Nc1ccc2c(c1)OCCO2,.,6,-10,.,.,-2,.,0.0
N#CCCN1CCN(S(=O)(=O)c2ccc(S(=O)(=O)NC3CCCCC3)cc2)CC1,0,-6,-7,-2,1.6,1,0,0.1
Cc1ccc(NNC(=O)C(O)(c2cccc(C(F)(F)F)c2)c2cccc(C(F)(F)F)c2)cc1,-6,-3,-4,9,2.5,4,4,0.0
Cn1c(=O)c2c(ncn2CC(=O)OCC(=O)Nc2ccc(Cl)cc2Cl)n(C)c1=O,-5,-25,-10,.,.,10,.,0.3
Cc1ccc(NC(=O)CCc2nnc3ccc(N4CCC5(CC4)OCCO5)nn23)nc1,25,0,7,3,.,1,2,0.1
Cc1cccc(C(C)C)c1-n1nnnc1-c1ccccc1,.,-7,-6,2,.,-1,1,.
Cc1csc(NC(=O)c2oc3ccccc3c2C)n1,11,-15,-30,?,2.4,7,-10,0.0
COCC(=O)N1C[C@H]2[C@@H](c3ccccc31)[C@@H](CO)N2C(=O)Nc1ccccc1F,.,18,0,-2,-0.2,102*,-1,0.3
COc1ccc(-c2sc(Nc3ccccc3)n[n+]2-c2ccc(F)cc2)c(OC)c1OC,-8,-21,1,-7,.,-3,-2,0.0
CN(C)C(=O)[C@H]1[C@H](CO)[C@H]2Cn3c(ccc(-c4cccc(F)c4)c3=O)[C@H]2N1C(=O)c1ccccn1,.,-5,1,2,1.2,0,-9,0.1
C=CCn1c(SCCN2C(=O)c3ccccc3C2=O)nc2scc(-c3ccc(F)cc3)c2c1=O,-3,3,6,-10,0.0,-1,.,-0.1
CC(=O)Nc1ccc(NC(C)=C(C#N)C#N)cc1,4,-7,-3,.,.,1,.,0.1
O=C(NCc1ccncc1)C(=O)NCC(c1ccco1)N1CCN(c2ccccc2)CC1 (configuration not stated),1,-5,12,.,.,-30,.,-0.2
CN1C(=O)C(CCC(N)=O)NC1=S (configuration not stated),8,-11,2,.,.,1,-10,0.0
O=C(c1cccc(S(=O)(=O)N2CCOCC2)c1)N1CCN(c2ncccn2)CC1,7,-6,4,-9,0.2,-1,5,0.1
C[C@H](CO)N1C[C@H](C)[C@H](CN(C)C(=O)Nc2cccc3ccccc23)Oc2ccc(NC(=O)Nc3ccc4c(c3)OCO4)cc2CC1=O,3,-4,-22,1,0.2,-63,1,-1.2
COc1ccc(CNc2nn3c(-c4cccc(C(=O)N(C)C)c4)cnc3s2)cc1,8,-7,0,-7,0.2,-1,-2,0.5
O=C(NC(c1ccc(-c2ccccc2)cc1)c1cnccn1)C1CCN(Cc2cccs2)CC1 (configuration not stated),0,-26,7,4,0.6,10,-1,0.4
O=C(Cc1ccc(NC(=O)C2CCCN(C(=O)C3CC3)C2)cc1)Nc1cccc(C(=O)N2CCCC2)c1 (configuration not stated),4,4,-11,2,-0.1,1,20,-0.1
Cc1nc2c(OCc3cc(Cl)cc(Cl)c3)cccn2c1N(C)C(=O)CCC1CCCC1,0,-58,19,3,-0.2,6,-13,-0.1
CN(C)c1oc(-c2ccc(Cl)cc2)nc1S(=O)(=O)c1ccccc1,-4,-6,0,.,.,-3,4,0.0
Cc1cccc(-c2ccc([C@@H]3[C@@H](CO)N4C(=O)CN(S(=O)(=O)c5cccc(F)c5)C[C@H]34)cc2)c1,.,-5,-2,.,-1.0,3,.,0.0
NC(=O)C1=C[C@@H](C2CCCCC2)C[C@@H](OCCCCO)O1,-8,-18,-4,-3,0.0,1,-10,0.0
C/C=C/c1ccc2c(c1)[C@@H]1[C@@H](CCN1C(=O)Cc1ccncc1)[C@@H](CO)N2C,-6,.,2,-3,-0.1,.,-11,0.1
O=C(C[C@H]1CC[C@@H](NC(=O)C2CCC2)[C@H](CO)O1)NCC1CC1,0,-4,4,-1,0.3,36,2,-0.2
COc1ccc(C(=O)NC2CC(C)(C)Cc3c2cnn3-c2ccccc2C)c(OC)c1OC (configuration not stated),-5,-5,-1,4,-0.4,0,2,-0.1
O=c1ccc(-c2ccc(S(=O)(=O)NCc3cccc(Br)c3)s2)n[nH]1,4,-11,.,-5,.,-1,-13,0.1
CC1(C(=O)NS(=O)(=O)Cc2cccc(Cl)c2)CCN1C(=O)C/C=C/c1ccccc1 (configuration not stated),.,-45,0,10,-0.7,-9,-2,0.1
Oc1cccc(C2c3[nH]c4ccccc4c3CCN2Cc2ccc3c(c2)CCO3)c1 (configuration not stated),2,-24,37,.,0.3,-6,.,0.1
CCN(CC(=O)NCC1CCCO1)S(=O)(=O)c1ccc2ccccc2c1 (configuration not stated),-1,-9,6,-5,0.4,-3,-4,0.4
COc1c(S(=O)(=O)N2CCN(C(=O)c3ccco3)CC2)ccc(Cl)c1Cl,-17,-10,4,-6,0.3,1,-8,0.1
CCCNC(=O)Nc1ccc2c(c1)C(=O)N(C)C[C@@H](OC)[C@H](C)CN(C(=O)C1CCOCC1)[C@H](C)CO2,-7,-7,-5,-2,0.4,-25,4,0.0
O=C(NCC1CCCO1)c1cc2ccccc2cc1O (configuration not stated),0,-5,1,57*,.,-4,2,-0.1
O=c1c2ccccc2n2c(-c3cccc(Cl)c3)nnc2n1Cc1ccccc1,4,-3,-11,.,-1.5,-6,.,0.1
NCCCCCc1cn([C@@H](CO)C(=O)NCCCCCCCCCCC(=O)N2CCNCC2)nn1,-8,48,-5,-33,-0.2,-1,7,-0.2
COc1cc(/C(C)=N/NC(=O)c2ccc(CSc3nncn3C)cc2)cc(OC)c1OC,1,1,14,.,0.5,-6,.,0.0
Oc1cc2c(cc1C(c1ccc(Cl)c(Cl)c1)N1CCCC1)OCO2 (configuration not stated),6,-6,-5,.,.,-10,.,0.0
